Source: PubChem BioAssay
TROY NFkB inh = blocks TROY-dependent signaling in reporter cells; inhibition, % at 10 µM; 0.98% of 360,000 active; Q293 LMP1-TROYcd NF-kB luciferase reporter, 4 h; AID 1347056;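 active = compounds whose plate-normalised and pattern-corrected inhibition of the luciferase reporter signal at the single screening dose is 50% or more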
NCOA2 inhibitor = inhibits human steroid receptor coactivator 2; HEK293 GAL4-SRC2 luciferase reporter, luminescence; inhibition, % at 9 µM; 0.17% of 370,000 active; AID 651957;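 active = inhibition above the mean inhibition of all tested compounds plus 3 SD, set per campaign, cut at about 52% in these data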;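 note: 0% = DMSO treated cells and 100% = cells given Gossypol at 36 µM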
KKLEB cytotox = CF airway cell cytotoxicity counter-screen. KKLEB CF airway cells viability, ATPlite luminescence, overnight; hits give low values; cells stimulated with P. aeruginosa culture filtrate. 0.36% of 360,000 active. activity change (cytotoxicity), % at 5 µM;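 active = corrected activity change at or below -50% at 5 µM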
CF NFkB inh = cystic fibrosis NF-kB activation inhibition | KKLEB NF-kB-GFP reporter, PAF-induced, GFP fluorescence overnight | inhibition, % at 5 µM | 0.86% of 360,000 active | AID 588850;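 active = at least 50% inhibition at 5 µM, scaled per plate between neutral and stimulator controls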;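 note: PAF is a Pseudomonas aeruginosa culture filtrate used as stimulus; plate controls were PAF-stimulated DMSO wells for no effect and unstimulated DMSO wells for full effect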
EBV LMP1 NFkB = inhibitors of Epstein-Barr LMP1-induced NF-kappaB reporter; LMP1-induced NF-kappaB luciferase reporter cells, luminescence; inhibition, % at 12.5 µM; 0.69% of 350,000 active; in the data active = inhibition above about 41%;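 note: 0% = neutral control wells and 100% = reference inhibitor control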
C8 TRAIL sens = caspase-8 TRAIL sensitization. NB7+C8 cells + TRAIL, ATPlite viability luminescence. inhibition (viability loss, TRAIL sensitization), % at 10 µM. 1% of 360,000 active;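 active = compounds causing at least 50% loss of cell viability in the single-dose screen, relative to plate controls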
TWEAK Fn14 block = inhibitors of TWEAK-Fn14 interaction signaling; AID 1159606; inhibition, % at 10 µM; TWEAK-stimulated Fn14 reporter cells, luciferase luminescence, 8 h; 2% of 360,000 active; in the data active = inhibition above about 50%
SRC1 inh = inhibitors of human steroid receptor coactivator 1 (SRC1); Q15788; AID 588354; inhibition, % at 3.6 µM; 0.12% of 360,000 active; HEK293 GAL4-SRC1 luciferase reporter, luminescence;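 active = inhibition above the campaign mean plus 3 SD, with each screening campaign given its own cutoff, cut at about 60% in these data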;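 note: 0% = DMSO treated cells and 100% = gossypol at 36 µM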
NCOA3 inh = human NCOA3 inhibition; HEK293 GAL4-SRC3 luciferase reporter, luminescence; AID 588352; Q9Y6Q9; inhibition, % at 3.6 µM; 0.17% of 360,000 active;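 active = inhibition above a per-campaign cutoff, the mean of all compounds plus 3 SD, cut at about 60% in these data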;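 note: 0% = DMSO-treated cells and 100% = gossypol-treated cells at 36 µM; higher means less SRC3-driven luciferase light from the GAL4 reporter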
Target sequence (Q9Y6Q9 whole entry, looked up, the tested form may be a part): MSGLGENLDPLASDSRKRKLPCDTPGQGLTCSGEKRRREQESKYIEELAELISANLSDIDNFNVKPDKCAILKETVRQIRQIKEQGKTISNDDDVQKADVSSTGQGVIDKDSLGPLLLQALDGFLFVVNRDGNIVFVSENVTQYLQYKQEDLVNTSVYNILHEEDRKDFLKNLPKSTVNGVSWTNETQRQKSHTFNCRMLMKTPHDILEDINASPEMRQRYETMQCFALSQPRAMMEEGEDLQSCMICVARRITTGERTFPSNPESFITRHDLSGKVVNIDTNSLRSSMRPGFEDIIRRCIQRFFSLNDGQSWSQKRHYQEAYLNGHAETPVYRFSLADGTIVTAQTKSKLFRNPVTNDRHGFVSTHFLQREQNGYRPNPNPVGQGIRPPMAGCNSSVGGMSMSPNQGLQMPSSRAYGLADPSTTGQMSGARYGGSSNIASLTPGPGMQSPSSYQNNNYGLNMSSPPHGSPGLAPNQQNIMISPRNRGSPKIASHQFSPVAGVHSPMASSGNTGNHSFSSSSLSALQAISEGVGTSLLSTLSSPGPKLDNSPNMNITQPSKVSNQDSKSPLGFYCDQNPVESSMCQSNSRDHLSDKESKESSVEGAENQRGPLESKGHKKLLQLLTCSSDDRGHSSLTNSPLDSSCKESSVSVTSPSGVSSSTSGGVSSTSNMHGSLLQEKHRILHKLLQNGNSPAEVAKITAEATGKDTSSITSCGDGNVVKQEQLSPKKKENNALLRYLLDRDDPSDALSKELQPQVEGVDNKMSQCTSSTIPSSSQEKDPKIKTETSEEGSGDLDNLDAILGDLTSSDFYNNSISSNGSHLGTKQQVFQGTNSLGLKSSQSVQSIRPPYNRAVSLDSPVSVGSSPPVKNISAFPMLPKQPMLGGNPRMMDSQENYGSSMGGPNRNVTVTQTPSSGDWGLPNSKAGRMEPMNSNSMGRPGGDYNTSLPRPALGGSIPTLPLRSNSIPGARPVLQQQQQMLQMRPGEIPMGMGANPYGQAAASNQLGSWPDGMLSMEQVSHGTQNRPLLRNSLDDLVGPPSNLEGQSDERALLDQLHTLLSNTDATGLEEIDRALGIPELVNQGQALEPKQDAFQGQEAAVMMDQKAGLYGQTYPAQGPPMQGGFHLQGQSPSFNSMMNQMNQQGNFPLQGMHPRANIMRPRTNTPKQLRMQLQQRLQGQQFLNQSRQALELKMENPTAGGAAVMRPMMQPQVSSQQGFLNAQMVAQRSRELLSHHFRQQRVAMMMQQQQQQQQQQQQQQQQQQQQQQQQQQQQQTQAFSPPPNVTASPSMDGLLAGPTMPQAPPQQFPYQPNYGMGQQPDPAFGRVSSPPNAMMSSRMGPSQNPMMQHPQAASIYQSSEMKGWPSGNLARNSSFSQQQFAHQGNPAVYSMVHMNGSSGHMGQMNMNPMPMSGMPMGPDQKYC
NR2F2 inh = NR2F2 (human) inhibition, primary screen; HEK293T NGFI-A luciferase reporter, luminescence; inhibition, % at 8.6 µM; 0.7% of 370,000 active;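 active = inhibition above a per-plate cutoff, mean inhibition of test wells between control levels plus 3 SD, cut at about 38% in these data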;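 note: cells cotransfected with COUP-TFII expression vector driving the NGFI-A reporter; 0% = median of COUP-TF2 test wells and 100% = reporter-only cells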
LRH-1 inv ag = inverse agonists of human LRH-1 (NR5A2); O00482; inhibition, % at 3.6 µM; AID 602396; HEK293T StAR-luciferase reporter, LRH-1 transfected, 24 h; 0.13% of 360,000 active;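 active = inhibition above the mean inhibition of all tested compounds plus 3 SD, cut at about 73% in these data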;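 note: 0% = DMSO wells and 100% = reporter-only cells lacking LRH-1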
The depositor's hits bear a star; · = no result given. Not a hit list (roughly 4.2% active in at least one column).

| No. | SMILES | TROY NFkB inh | NCOA2 inhibitor | KKLEB cytotox | CF NFkB inh | EBV LMP1 NFkB | C8 TRAIL sens | TWEAK Fn14 block | SRC1 inh | NCOA3 inh | NR2F2 inh | LRH-1 inv ag |
| --- | --- | --- | --- | --- | --- | --- | --- | --- | --- | --- | --- | --- |
| 1 | Cn1c(CBr)c(C(=O)c2ccc([N+](=O)[O-])cc2)c(=O)n(C)c1=O | 21 | -5 | 0 | -25 | 7 | 14 | -15 | -9 | 14 | 2 | 18 |
| 2 | Cc1ccc(NC(=O)CN(C)CC(=O)N(CC(C)C)c2c(N)n(CC(C)C)c(=O)[nH]c2=O)c(C)c1 | -4 | -18 | -14 | 22 | -6 | -15 | 2 | -8 | -6 | 6 | 0 |
| 3 | COc1cccc(C(=O)Oc2ccc(N3C(=O)CCC3=O)c(C)c2)c1 | -3 | 0 | 6 | 10 | 6 | -2 | -17 | -7 | 9 | 1 | 12 |
| 4 | CCOC(=O)C1CCCN(Cc2c(F)cccc2Cl)C1 (configuration not stated) | 14 | 3 | -6 | 12 | 5 | 5 | 0 | 2 | 1 | 5 | 5 |
| 5 | Cc1ccccc1NS(=O)(=O)c1nnc(NC(=O)c2ccccc2F)s1 | -4 | -24 | 20 | -9 | -36 | 1 | -7 | 12 | 6 | -2 | 24 |
| 6 | C=Cc1ccc(Cn2c(C)c(C(=O)NCCC#N)sc2=O)cc1 | -5 | -5 | -2 | -6 | · | 12 | 6 | -7 | 1 | -7 | -14 |
| 7 | O=C(/C=C/[C@H]1O[C@@H](n2cnc3c(NC(=O)c4ccccc4)ncnc32)[C@H](O)[C@@H]1O)NCc1ccccc1 | 0 | 0 | 11 | -8 | · | 8 | -8 | -5 | -31 | 14 | 1 |
| 8 | CCOC(=O)CCC(=O)Nc1ncnc2c1C(c1ccccc1)c1c(ccc3ccccc13)O2 (configuration not stated) | 12 | -22 | -5 | 13 | -2 | 21 | 27 | 6 | -8 | -3 | -21 |
| 9 | Cc1sc2nc(-c3cccnc3)[nH]c(=O)c2c1-c1ccccc1 | -6 | -6 | 2 | 3 | 1 | -10 | -17 | -13 | 9 | -7 | 8 |
| 10 | CCCCC(=O)N/N=C/c1cc([N+](=O)[O-])ccc1N1CCOCC1 | -8 | 11 | -5 | 3 | 2 | 1 | -9 | -5 | 0 | 7 | 17 |
| 11 | O=c1nc2n(c3cccc(Cl)c13)CCCCC2 | 9 | -4 | 4 | -6 | -12 | -4 | -2 | 0 | 17 | -4 | 4 |
| 12 | COC(=O)c1cc(C)sc1NC(=O)CN1CCN(C(=O)C2CCCO2)CC1 (configuration not stated) | 5 | -26 | 3 | -5 | -14 | 16 | -1 | 12 | 10 | 12 | -10 |
| 13 | C=CCN1C(=O)/C(=C/c2ccc(O)c(OC)c2)S/C1=N/c1nccs1 | -5 | -20 | -11 | -23 | 16 | 5 | 20 | 7 | 9 | 0 | -4 |
| 14 | CC(NC(=O)c1cc2ccccc2oc1=O)c1ccc(O)cc1 (configuration not stated) | -14 | -22 | 12 | -18 | 6 | 11 | -18 | 6 | -3 | -10 | -7 |
| 15 | COc1ccc(-c2csc(NCc3ccco3)n2)cc1 | -12 | -75 | 3 | -14 | -34 | 17 | -1 | -84 | -105 | -11 | -130 |
| 16 | CCN(CC)CCN(C(=O)c1ccc(C(=O)c2ccccc2)cc1)c1nc2cc3c(cc2s1)OCO3 | -8 | -32 | 5 | -3 | -3 | -3 | -23 | 0 | 2 | -3 | -4 |
| 17 | O=C(Nc1cc(C(F)(F)F)ccc1N1CCOCC1)C1CCCO1 (configuration not stated) | 12 | 6 | -4 | -2 | 3 | 28 | -10 | -6 | 23 | 8 | -17 |
| 18 | O=C(Cn1nnc2ccccc2c1=O)NCc1ccco1 | 9 | -3 | -7 | 3 | -4 | 6 | 3 | 2 | 16 | -21 | -1 |
| 19 | CSc1nc2cc(C)nn2c(-c2ccccc2Cl)c1C#N | 10 | -12 | -9 | 2 | -7 | -4 | -15 | -27 | 6 | -9 | 15 |
| 20 | O=C(CCc1nc2ccccc2n1-c1ccccc1)NCCO | -5 | -1 | -5 | 8 | -5 | -2 | 6 | -10 | -6 | -12 | 32 |
| 21 | Cc1ccc(OCC(=O)Nc2cccc(S(=O)(=O)NC3=NCCCCC3)c2)cc1C | -6 | -18 | 2 | 20 | -8 | 0 | 23 | -20 | -10 | 4 | -16 |
| 22 | COc1cccc(/C=N/NC(=O)C(c2ccncc2)N2CCOCC2)c1 (configuration not stated) | -2 | 12 | 0 | -5 | · | -4 | 6 | 7 | 15 | 3 | 1 |
| 23 | Cc1cc(-c2nnnn2-c2cc(Cl)cc(Cl)c2)no1 | -12 | -12 | -8 | -9 | 3 | -13 | -12 | 14 | 10 | 6 | 6 |
| 24 | O=C(N/C(=C/c1ccccc1Cl)C(=O)N1CCCC1)c1ccccc1 | 10 | -4 | -2 | 3 | 2 | -11 | 21 | -7 | 20 | -15 | 4 |
| 25 | COc1cc(C(=O)n2cnc3ccccc32)c([N+](=O)[O-])cc1OC | 23 | -4 | 0 | -5 | -7 | -14 | 15 | -28 | -2 | -2 | 6 |
| 26 | C[C@H](CO)N1C[C@H](C)[C@H](CN(C)C(=O)Nc2ccc(F)cc2)OCc2cnnn2CCCC1=O | -19 | 6 | -3 | -9 | -4 | -3 | 5 | 4 | 16 | -10 | 11 |
| 27 | COc1cc(/C=C/C(=O)NC(=O)c2ccccc2O)ccc1O | -38 | -5 | 11 | -10 | 10 | 26 | -2 | -58 | -56 | -17 | -47 |
| 28 | CCOC(=O)CNC(c1ccccc1)c1cc(Br)ccc1NC(=O)CCN1CCOCC1 (configuration not stated) | 1 | 15 | -11 | 18 | 4 | -3 | 29 | 13 | 4 | -1 | 6 |
| 29 | CCC(=O)N1CCN(c2ccc(OC)cc2[N+](=O)[O-])CC1 | 1 | -17 | -3 | 12 | -2 | -12 | 27 | 12 | 16 | -2 | 13 |
| 30 | C[C@H](NC(=O)c1nc[nH]c1C(=O)NCc1ccc(CNC(=O)OC(C)(C)C)cc1)c1ccccc1 | 29 | 20 | -4 | 28 | 4 | 15 | 22 | -8 | -6 | 18 | 12 |

Profiles from above.
CCCCC(=O)N/N=C/c1cc([N+](=O)[O-])ccc1N1CCOCC1 across the screens: TROY NFkB inh: -8; NCOA2 inhibitor: 11; KKLEB cytotox: -5; CF NFkB inh: 3; EBV LMP1 NFkB: 2; C8 TRAIL sens: 1; TWEAK Fn14 block: -9; SRC1 inh: -5; NCOA3 inh: 0; NR2F2 inh: 7; LRH-1 inv ag: 17
COc1cccc(/C=N/NC(=O)C(c2ccncc2)N2CCOCC2)c1 (configuration not stated) across the screens: TROY NFkB inh: -2; NCOA2 inhibitor: 12; KKLEB cytotox: 0; CF NFkB inh: -5; EBV LMP1 NFkB: ·; C8 TRAIL sens: -4; TWEAK Fn14 block: 6; SRC1 inh: 7; NCOA3 inh: 15; NR2F2 inh: 3; LRH-1 inv ag: 1
O=C(CCc1nc2ccccc2n1-c1ccccc1)NCCO across the screens: TROY NFkB inh: -5; NCOA2 inhibitor: -1; KKLEB cytotox: -5; CF NFkB inh: 8; EBV LMP1 NFkB: -5; C8 TRAIL sens: -2; TWEAK Fn14 block: 6; SRC1 inh: -10; NCOA3 inh: -6; NR2F2 inh: -12; LRH-1 inv ag: 32

The listing continues.
| No. | SMILES | TROY NFkB inh | NCOA2 inhibitor | KKLEB cytotox | CF NFkB inh | EBV LMP1 NFkB | C8 TRAIL sens | TWEAK Fn14 block | SRC1 inh | NCOA3 inh | NR2F2 inh | LRH-1 inv ag |
| --- | --- | --- | --- | --- | --- | --- | --- | --- | --- | --- | --- | --- |
| 31 | O=C(c1cccnc1NCc1ccc(F)cc1)N1CCOCC1 | -6 | -2 | -9 | -1 | 3 | -19 | 6 | -1 | 5 | 18 | 2 |
| 32 | COc1ccc(C2C3=C(CCCC3=O)Nc3nc(C(F)(F)F)nn32)c(OC)c1OC (configuration not stated) | -1 | 7 | 2 | -7 | -3 | 7 | -2 | 8 | -1 | 12 | -12 |
| 33 | CN(Cc1ccccc1)c1nc2c(c(=O)n(C)c(=O)n2C)n1CCCc1ccccc1 | 13 | 0 | -1 | 5 | -15 | 8 | 3 | -2 | -5 | 1 | 21 |
| 34 | O=C(NCCCO)NC(=S)c1cccc2ccccc12 | 14 | 3 | -9 | -7 | -3 | -12 | -18 | -2 | 12 | 4 | 3 |
| 35 | C=CCC[C@H](Cc1ccc(F)cc1)C(=O)OC[C@@H](NC(=O)[C@@H](CC=C)CC(=O)N(CCO)Cc1ccccc1)C(C)(C)C | 25 | 12 | -6 | 4 | -9 | 17 | 24 | 10 | 13 | 7 | 14 |
| 36 | COCCn1c(-c2ccc(OC)cc2)cnc1SCC(=O)Nc1ccc(OC)cc1OC | 12 | -3 | 6 | -5 | 2 | -3 | -17 | -4 | -4 | 6 | 16 |
| 37 | COc1ccc(OCCCn2cccc2/C=C2/C(=N)N3OC(C)=CC3=NC2=O)cc1 | 4 | -9 | -12 | -5 | -12 | -2 | 17 | -31 | -13 | -13 | -20 |
| 38 | O=C(CN1CCOCC1)NNC(=S)Nc1ccccc1 | -9 | 6 | 2 | -14 | 1 | -5 | 6 | -2 | -7 | 11 | 0 |
| 39 | Cc1ccc(S(=O)(=O)N2CCC(=O)N([C@H](COCc3cccc(C(F)(F)F)c3)C(C)C)CC2)cc1 | 11 | 1 | · | · | · | 8 | -19 | · | · | -4 | 4 |
| 40 | CCS(=O)(=O)N1Cc2ccccc2CC1C(=O)Nc1nc2ccccc2s1 (configuration not stated) | 70* | -29 | -8 | -32 | -7 | 29 | 81* | 11 | 19 | 4 | -37 |
| 41 | COc1ccc(NC(=O)COC(=O)Cc2ccc(-c3ccccc3)cc2)c(OC)c1 | -12 | -5 | -1 | 4 | -4 | -7 | 18 | -7 | -3 | -10 | -28 |
| 42 | CC(=O)Nc1ccc(NC(=O)C(C)OC(=O)CCC2CCCC2)cc1 (configuration not stated) | 9 | -9 | 22 | -26 | 5 | -8 | 6 | -13 | -7 | 9 | 8 |
| 43 | Cc1cc2nn(-c3cccc4ccccc34)nc2cc1NC(=O)c1cccs1 | -32 | 8 | 21 | -28 | 7 | -3 | -19 | -9 | -9 | -11 | -2 |
| 44 | CCNS(=O)(=O)c1ccc(-c2ccc(-n3cnnn3)cc2)cc1 | -5 | -27 | 8 | 8 | 0 | -1 | -19 | -40 | 11 | -5 | 2 |
| 45 | CC(=O)NC1=NN(C(C)=O)C(C)(c2cccc([N+](=O)[O-])c2)S1 (configuration not stated) | -12 | -12 | 11 | 0 | 3 | 14 | 1 | -2 | -10 | -5 | 1 |
| 46 | C(=C\c1ccccc1)/CN1CCN(Cc2nc(Cc3ccccc3)no2)CC1 | 12 | -9 | 6 | 1 | 1 | 0 | 6 | 3 | 17 | 9 | 5 |
